From PubChem BioAssay
CFTR F508del cor – CFTR F508del correction in bronchial cells. 0.36% of 350,000 active. activity (quench increase), % at 7.58 µM. CFBE cells, YFP halide quenching; stimulated with forskolin plus potentiator P3; % fluorescence drop versus neutral controls;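 active = mean added fluorescence quench of at least 8% versus neutral control, with both replicates also reaching 8%; inconclusive = only one of the mean or replicate conditions met; inactive = mean below 8% and not both replicates reaching 8%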;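 note: cells transiently co-express mutant CFTR-F508del with the halide-sensitive YFP; corrector assay measuring rescue of mutant channel to the surface after 24 h compound exposure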
E-selectin induc – E-selectin induction on HUVECs; HUVEC E-selectin immunofluorescence imaging; normalized: neutral wells 0, TNF-alpha wells 100; P16581; 0.37% of 260,000 active; activation, % at 7.58 µM;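 active = mean E-selectin-positive cell signal at least 10% of the positive control, reached in at least 60% of replicates, without over 20% cell loss; inconclusive = no rule given, readout overlaps actives, possibly toxicity-flagged; inactive = the rest, including those meeting only one limit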;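 note: in these data hits start at about 27%; measured in HUVEC primary endothelial cells; signal is the percent of cells scored E-selectin positive by PE staining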
Target sequence (P16581 whole entry, looked up): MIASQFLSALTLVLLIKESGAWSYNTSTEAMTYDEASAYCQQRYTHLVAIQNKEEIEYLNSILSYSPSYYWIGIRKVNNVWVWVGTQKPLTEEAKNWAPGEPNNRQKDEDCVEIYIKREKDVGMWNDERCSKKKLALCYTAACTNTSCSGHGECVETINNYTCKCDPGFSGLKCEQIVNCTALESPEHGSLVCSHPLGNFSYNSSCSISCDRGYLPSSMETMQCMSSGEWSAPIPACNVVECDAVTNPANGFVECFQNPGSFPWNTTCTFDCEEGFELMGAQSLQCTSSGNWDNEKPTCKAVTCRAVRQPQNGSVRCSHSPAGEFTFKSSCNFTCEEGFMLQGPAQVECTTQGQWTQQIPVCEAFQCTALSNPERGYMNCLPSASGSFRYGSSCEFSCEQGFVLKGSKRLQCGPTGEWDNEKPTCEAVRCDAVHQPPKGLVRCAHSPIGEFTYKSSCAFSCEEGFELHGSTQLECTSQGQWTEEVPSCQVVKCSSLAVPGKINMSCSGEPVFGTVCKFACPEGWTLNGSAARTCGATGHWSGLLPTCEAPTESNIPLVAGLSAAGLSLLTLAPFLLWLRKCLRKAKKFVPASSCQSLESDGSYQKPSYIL
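Assay system: HUVEC primary endothelial cells. Input: 3,000 HUVEC seeded per well. Doses: one compound dose added by pin transfer. Read-out basis: % PE-positive cells. Benchmarks: TNF-alpha high, DMSO low. Detection: immunofluorescence imaging. Buffer or medium: EGM-2, gelatin.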
DENV2 CPE rescue – inhibitors of DENV2 cytopathic effect; DENV2-infected cells, cytopathic effect rescue, plate reader; CPE inhibition, % at 9.99 µM; 1.7% of 350,000 active; in the data active = CPE inhibition above about 20%, passing the limit was not always enough; inconclusive = no clear call, values can overlap the other calls; tested in BHK-21 cells;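 note: 0% = median of neutral control wells and 100% = median of positive control wells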
GSIS activator – GLuc luminescence reporter in INS-1E cells, primary screen for activators of glucose-dependent secretion of insulin. INS-1E GLuc reporter insulin secretion, 2-3 h. activation, % at 16.6 µM. 0.61% of 370,000 active. AID 743287;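 active = lowest replicate activation of at least 40%, so every replicate reaches that level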;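 note: 0% = median of neutral control wells and 100% = median of IBMX positive control wells; some compounds called inactive have numbers as strong as hits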
RAD52 inh – inhibitors of human RAD52 DNA annealing | P43351 | recombinant RAD52 DNA annealing, FRET fluorescence | inhibition, % at 18.7 µM | 0.46% of 360,000 active;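 active = every replicate showing at least 50% inhibition; inconclusive = mean inhibition at least 50% but not in every replicate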
Target sequence (P43351 whole entry, looked up): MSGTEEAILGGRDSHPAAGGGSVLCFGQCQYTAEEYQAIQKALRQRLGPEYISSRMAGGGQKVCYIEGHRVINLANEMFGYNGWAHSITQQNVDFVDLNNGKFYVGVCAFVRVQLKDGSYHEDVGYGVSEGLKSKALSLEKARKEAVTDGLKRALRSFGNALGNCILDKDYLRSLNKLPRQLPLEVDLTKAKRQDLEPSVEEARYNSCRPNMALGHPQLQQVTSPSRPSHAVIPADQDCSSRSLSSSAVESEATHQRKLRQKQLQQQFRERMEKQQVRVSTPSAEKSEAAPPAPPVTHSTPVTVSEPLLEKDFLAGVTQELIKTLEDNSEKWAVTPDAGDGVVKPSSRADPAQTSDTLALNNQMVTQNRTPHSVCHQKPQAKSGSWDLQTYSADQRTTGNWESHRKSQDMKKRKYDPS
XiGFP reactiv – reactivates the inactive X chromosome in mouse fibroblasts; XiGFP mouse fibroblasts, % GFP-positive cells imaging, 3 d; cells co-treated with 5-aza-dC sensitizer; scaled so ellipticine positive control = 100%; activation, % at 7.58 µM; 0.055% of 360,000 active; AID 743238;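 active = mean normalized replicate activation at least 10% and every replicate at or above 10%; inconclusive = only one of the two criteria met; inactive = mean below 10% and not all replicates reach 10%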;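 note: 0% = median of on-plate neutral control wells and 100% = ellipticine 6 µM median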
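Material: XiGFP fibroblasts, SV40-immortalized. Buffer or medium: DMEM plus 5-aza-dC sensitizer. Compound: single concentration per compound, delivered by pin transfer. Times: 3 days compound exposure. Controls: ellipticine 6 µM.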
RAD54 inh – inhibitors of human RAD54 branch migration | RAD54 Holliday junction branch migration, FAM/BHQ fluorescence | inhibition, % at 10.4 µM | 0.14% of 360,000 active | AID 602329;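 active = mean normalized replicate activity at least 40 and at least half of replicates scoring 40 or more; inconclusive = only one of the two criteria met; inactive = mean below 40 and under half of replicates reaching 40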;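 note: 0% = median of neutral control wells and 100% = median of positive control wells; inhibitors cause a drop in the FAM fluorescence signal; in these data hits start at about 50%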
CASP6 VEID inh – blocks human caspase-6 cleavage activity; P55212; purified caspase-6, Z-VEID-R110 cleavage fluorescence; inhibition, % at 12.5 µM; 0.53% of 350,000 active; AID 686996;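 active = mean inhibition across replicates at least about 35%, with every replicate also reaching that limit, limit read from the data; inconclusive = only one of the two criteria met; inactive = neither criterion met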;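 note: 0% = median of neutral control wells and 100% = no fluorescence left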
The depositor's hits bear a star; u = inconclusive; x = not tested or not shown.

SMILES	CFTR F508del cor	E-selectin induc	DENV2 CPE rescue	GSIS activator	RAD52 inh	XiGFP reactiv	RAD54 inh	CASP6 VEID inh
COc1ccc(C2=CC(=O)C[C@H](c3ccc4c(c3)OCO4)C2)cn1	-1.0	-0.1	4	0	-35	0.2	-2	-1
Cc1noc(C)c1S(=O)(=O)N(C)C[C@@H]1Oc2ccc(NS(=O)(=O)c3ccc(Cl)cc3)cc2CC(=O)N([C@@H](C)CO)C[C@H]1C	-3.1	-0.2	u	-4	20	-0.9	-2	x
NC(=O)[C@@H]1[C@H]2C(=O)O[C@H](c3ccccc3)[C@H](c3ccccc3)N2[C@H](c2ccc(OCCO)cc2)[C@@]12C(=O)Nc1ccc(C#CC3=CCCCC3)cc12	-5.0	x	3	x	3	x	-2	2
COc1cc(/C=N/NC(=O)C(Cc2c[nH]c3ccccc23)NC(=O)OCC(C)C)cc([N+](=O)[O-])c1O (configuration not stated)	6.1	0.1	19	-26	-3	0.0	x	24
Cc1ccccc1NC(=O)CSC(=O)c1ccccc1	-0.5	x	2	2	-10	-0.1	0	2
COc1ccc(-c2cccc3c2C2CC3CCN2C(=O)OCc2ccccc2)cc1 (configuration not stated)	-2.4	-0.1	-13	-3	-1	x	-5	-5
Cc1cc(OC(=O)c2ccc(F)cc2)c([N+](=O)[O-])c(=O)[nH]1	-2.4	0.1	-4	14	-5	0.1	-1	5
C[C@@H]1CCCCO[C@@H](CN(C)C(=O)NC2CCCCC2)[C@@H](C)CN([C@H](C)CO)C(=O)c2cc(NC(=O)Nc3ccc(C(F)(F)F)cc3)ccc2O1	-0.9	0.5	u	8	-4	0.3	-3	4
CCOC(=O)C1(Cc2ccc(OC)cc2)CCN(S(C)(=O)=O)CC1	-2.3	1.5	-4	-5	-8	0.0	x	-1
CSc1nnc(C(C)c2ncc(C(F)(F)F)cc2Cl)n1C (configuration not stated)	-2.7	-0.6	8	6	0	-0.1	x	-4
COc1cc(OC)cc(C(=O)N[C@H](C(=O)NCc2ccc(F)cc2)C(C)C)c1	-0.3	x	10	-3	-4	0.1	-9	-2
COc1ccc(CCNc2nc(-c3ccc(F)cc3)c(CC(=O)O)s2)cc1OC	1.0	x	-3	7	-80	0.1	-2	3

Three structures already listed, ordered by number of heavy atoms, lowest first:
SMILES	CFTR F508del cor	E-selectin induc	DENV2 CPE rescue	GSIS activator	RAD52 inh	XiGFP reactiv	RAD54 inh	CASP6 VEID inh
Cc1cc(OC(=O)c2ccc(F)cc2)c([N+](=O)[O-])c(=O)[nH]1	-2.4	0.1	-4	14	-5	0.1	-1	5
CCOC(=O)C1(Cc2ccc(OC)cc2)CCN(S(C)(=O)=O)CC1	-2.3	1.5	-4	-5	-8	0.0	x	-1
NC(=O)[C@@H]1[C@H]2C(=O)O[C@H](c3ccccc3)[C@H](c3ccccc3)N2[C@H](c2ccc(OCCO)cc2)[C@@]12C(=O)Nc1ccc(C#CC3=CCCCC3)cc12	-5.0	x	3	x	3	x	-2	2

The list goes on.
SMILES	CFTR F508del cor	E-selectin induc	DENV2 CPE rescue	GSIS activator	RAD52 inh	XiGFP reactiv	RAD54 inh	CASP6 VEID inh
O=C(O)c1ccccc1NC(=O)c1ccccc1-c1ccccc1C(=O)O	-0.7	x	0	-3	-7	0.1	-8	0
Cc1[nH]n(C2=NCCS2)c(=O)c1N=Nc1cccc(C(F)(F)F)c1	x	x	-1	29	-24	0.3	x	0
O=C(COC(=O)c1ccc(NS(=O)(=O)c2cccs2)cc1O)Nc1nc2ccccc2s1	-2.4	-1.4	0	-6	-33	0.0	x	2
Cc1c(NC(=O)c2ccc(N(C)S(C)(=O)=O)cc2)c(=O)n(-c2ccccc2)n1C	-1.5	x	-2	x	7	-0.1	8	-2
COc1ccc(CN(C)C[C@H]2Oc3ccc(NC(=O)Nc4cccc5ccccc45)cc3CC(=O)N([C@@H](C)CO)C[C@@H]2C)cc1	1.0	-0.1	0	-2	-23	-0.9	1	-1
C=CCNc1nc(NCc2ccccc2)nc(OCC)n1	1.3	0.9	4	15	-17	0.0	0	-3
OC(COC(c1ccccc1)c1ccccc1)CN1CCc2ccccc2C1 (configuration not stated)	0.2	0.1	-3	-30	-20	0.0	8	-2
COc1ccc(C(=O)/C=C/Nc2ccc([N+](=O)[O-])cc2C)c(OC)c1	-1.2	x	-2	x	-173	x	0	-1
Cc1ccccc1Sc1ccc(N)cn1	-0.7	-0.1	16	18	-38	-0.2	0	0
Nc1cc(C(=O)OCC(=O)NNC(=O)c2cccs2)ccc1Cl	2.2	0.0	6	-6	-17	0.0	-1	2
CCOC(=O)N1CCN(C(=O)c2noc(C(C)C)c2[N+](=O)[O-])CC1	0.3	-0.1	7	-3	-15	0.2	4	-2
O=C(CSCc1ccccc1)Nc1ccc(F)c(F)c1	x	0.0	x	-10	x	0.1	-6	x
O=C1c2ccccc2C(=O)N1CCOc1cccc(Br)c1	-4.4	2.8	u	-2	-2	0.1	-7	0
CO[C@H]1CN(C)C(=O)c2cc(NS(=O)(=O)CC(F)(F)F)ccc2OC[C@H](C)N(CC2CCCCC2)C[C@@H]1C	-1.5	-0.1	3	-8	13	0.1	-9	x
Cc1ccc(NC(=O)Nc2ccc3c(c2)C(=O)N(C)[C@@H]2CC[C@@H](CC(=O)O)O[C@@H]2CO3)cc1	1.0	0.0	-6	15	1	0.4	-7	1
O=C(NCCCN1CCOCC1)c1c(F)c(F)c(F)c(F)c1F	-1.0	-0.7	18	19	-3	0.0	4	-3
COc1ccc(S(=O)(=O)Nc2ccc3c(c2)C(=O)N([C@H](C)CO)C[C@H](C)[C@H](CN(C)Cc2ccncc2)OCCCC[C@H](C)O3)cc1	0.6	0.1	48*	-6	5	0.2	-12	-5
COCC(=O)Nc1ccc2c(c1)[C@H]1C[C@H](CC(=O)N3CCc4ccccc4C3)O[C@H](CO)[C@H]1O2	4.0	0.3	-6	6	-4	0.1	-2	6
C=CCn1c(SCc2cc(=O)n3cc(C)ccc3n2)nnc1-c1ccc(F)cc1	2.7	0.1	x	9	x	0.0	x	x
CCn1c(CCNC(=O)c2ccc(F)cc2)nc2ccccc21	0.1	2.0	5	-1	-7	-0.1	2	3
COC(=O)c1nc(N)sc1C(C)C	0.0	x	7	9	-25	0.0	x	1
O=C(C[C@@H]1C=C[C@H](NC(=O)CC2CC2)[C@@H](CO)O1)NCc1ccccc1	1.5	0.7	-4	12	11	-0.8	x	3
C[C@@H]1CN([C@@H](C)CO)C(=O)Cc2cc(NC(=O)Cc3ccccc3)ccc2O[C@@H]1CN(C)CC1CC1	-2.9	-11	-2	13	17	-0.8	-6	0
CC1CCCCN1C(=O)CNCc1ccc(F)cc1 (configuration not stated)	-0.1	-0.2	12	6	-2	0.1	8	-3
CC=Cc1ccc2n(c1=O)C[C@@H]1[C@@H](CO)[C@H](C(=O)Nc3ccc(-c4ccccc4)cc3)[C@H]2N1C (mixture of isomers)	-1.7	0.4	-3	0	9	0.2	-9	-1
Cc1nc(N2CCN(c3ccccc3F)CC2)[nH]c(=O)c1C	0.2	2.5	3	1	-26	0.0	-3	2
Cc1cccn2cc(CCNS(=O)(=O)c3ccc([N+](=O)[O-])cc3)nc12	-3.5	-0.3	3	x	9	0.1	-7	0
Cc1ccc(S(=O)(=O)N2[C@H](CC(=O)c3cccc4ccccc34)OC[C@@H]2C(C)C)cc1	-2.3	0.5	-6	-29	-13	0.0	x	-3
Cc1ccc(S(=O)(=O)N[C@H]2CC[C@H](CCNC(=O)C3CCCCC3)O[C@@H]2CO)cc1	3.1	0.4	1	-6	-14	0.0	2	1
Cn1cnnc1SCC(=O)Nc1nc(-c2ccccc2)cs1	x	x	-3	-16	-6	0.1	x	0
COc1ccc(-c2ccc(C(=O)O)c(=O)[nH]2)cc1	0.6	-0.3	-4	3	-26	0.0	x	1
COc1ccc(C(=O)N2CCCC2(C#N)c2ccccc2)cc1[N+](=O)[O-] (configuration not stated)	-1.9	0.1	3	-1	-12	0.1	5	1
O=C1NC(=O)C2C1C(c1ccc([N+](=O)[O-])cc1)=NN2Cc1ccccc1 (configuration not stated)	0.2	x	0	-20	-47	0.0	2	7
COc1ccc(N2CCN(C(=O)c3ccc(-c4ccccc4)cc3)CC2)cc1	-0.6	1.4	-5	-5	-14	0.0	-2	0
CNC(=O)c1cccc(NC(=O)CCCNC(=O)c2ccc(Cl)cc2)c1	-0.3	x	-9	-6	-17	-0.1	-7	-1
N#C[C@H]1[C@@H](c2ccccc2C2=CCCC2)[C@@H](CO)N1C(=O)C1CCC1	-1.1	-0.1	37*	-12	-2	0.0	x	-2
O=C(C1CCCCC1)N1CC(=O)N2[C@H](CO)[C@@H](c3ccc(-c4ccccc4F)cc3)[C@@H]2C1	0.6	0.1	-6	-8	-9	0.0	x	0
Cc1ccccc1Cc1c(C)nc2c(C(=O)NCc3ccc4c(c3)OCO4)cnn2c1C	0.8	x	-4	2	-7	x	-1	-3
COc1ccc(NC(=O)N(O)C2(C#N)CCCCC2)cc1	-1.3	-0.1	11	0	-11	0.0	x	5
CCOc1cc(/C=N/NC(=O)C(O)(c2ccccc2)c2ccccc2)ccc1OC(=O)c1ccco1	1.3	2.1	1	20	-13	0.0	-2	-4
CCC1CCCCN1C(=O)c1cc(COc2ccc(-n3cncn3)cc2)on1 (configuration not stated)	-7.3	-0.4	6	-33	-7	0.0	-8	2
CCC1NC(=O)c2cccnc2-n2c1nc1cc(OC)c(OC)cc1c2=O (configuration not stated)	0.1	-1.7	1	28	-11	0.0	-9	-3
COC(=O)c1ccc(OC(=O)c2cccnc2SC)cc1	-0.6	-0.1	0	18	-10	-0.1	x	1
COCCCN(C(=O)Nc1ccccc1)C(C)c1ccncc1 (configuration not stated)	0.5	0.4	-1	0	-1	0.1	-2	-2
COc1ccc2c3c([nH]c2c1)[C@H](CO)N(C(C)=O)CC31CN(C(=O)Nc2c(C)noc2C)C1	0.5	-0.2	-13	8	x	0.2	x	x
CCCCCCCCNc1ccccc1S(=O)(=O)NCc1ccccc1	5.8	0.0	-6	24	-2	-0.1	-7	1
COc1ccc(-c2cc3nc(C)cc(N4CCN(C(=O)c5ccco5)CC4)n3n2)cc1	-4.2	-0.1	5	-13	2	-0.1	1	2
Cc1cc(NC(=O)CSc2nc(-c3ccccc3)nc3c2c(=O)n(C)c(=O)n3C)no1	-3.4	x	-4	-2	-3	0.3	-2	-1
O=C(NCCC1CCCCN1S(=O)(=O)c1ccccc1)C(=O)NCCN1CCOCC1 (configuration not stated)	-1.2	0.8	8	40	-3	-0.8	28	2
Cc1c(Cl)cccc1N=C1SCCN1C(=O)CN1C(=O)NC2(CCCC2)C1=O	2.2	1.5	-5	-22	-3	0.0	0	3
COCC(=O)N(C)C[C@H]1Oc2cc(-c3ccc(F)cc3)ccc2S(=O)(=O)N([C@@H](C)CO)C[C@@H]1C	0.4	-0.2	-9	-4	-1	-0.4	-5	-1
C=CCn1c(C(C)NC(=O)COC)nc2ccccc21 (configuration not stated)	-5.0	x	9	x	8	0.4	6	-2
COc1nc(-c2ccc(Cl)cc2)nnc1C	-3.3	0.0	-6	-10	-3	0.0	x	-3
